GALK inhibitor – inhibitors of human galactokinase; Purified GALK, Kinase-Glo residual ATP luminescence; Potency, µM (series often up to 57.5 µM), without a hit: at the top dose activity change, negative = inhibition, hits mostly inhibitors; actives 0.007% (n = 270,000); AID 1868; note: potency is the fitted concentration of half-maximal effect; % is set by controls: 0 for no effect and ±100 for the full control effect
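The enzyme phosphorylates galactose (100 uM) using ATP (35 uM); inhibition is detected as higher residual ATP, quantified by bioluminescence after 1 h reaction at room temperature, pH 8.0.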
Menin-MLL TR inh – displaces Texas Red mutant MLL peptide from human menin; Potency, µM (series often up to 61.6 µM), for the others: top-dose FP activity change, negative = inhibition, usual class: inhibitors; Menin + Texas Red MLL mutant peptide, fluorescence polarization; AID 1768; O00255; actives 0.23% (n = 270,000); active = well fitted inhibition curve with a large enough effect in the polarisation, with a control signal flat, not every such curve was filed as active; inconclusive = small, poorly fitted or top-dose-only effect, or effect the other way, or a change in a side signal; inactive = no such curve, though single readings can be large or run the other way; the % refers to the polarisation; note: potency is the fitted concentration of half-maximal effect; % of control where 0% means no effect; many of its hits are not listed in these tables
Giardia kill – Giardia lamblia killing | activity change, % at 7.66 µM, hits read low | actives 0.15% (n = 340,000) | Giardia lamblia trophozoite viability; in the data active = activity change below about -80%; inconclusive = between about -30% and that limit;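 note: parasites exposed to compound for two days anaerobically before the ATP read; % is set by controls: 0 for no effect and ±100 for the full control effect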
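Luminescence from cellular ATP indicates surviving trophozoites (100 cells/well) following 48 hrs anaerobic compound treatment at 37 deg C; signal develops 15-30 min at room temperature.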
USP2a block – USP2a (human) protease inhibition; USP2 core, Ub-CHOP2 coupled fluorogenic reporter, 485/531; Potency, µM (highest dose often 38.3 µM), inactives show top-dose activity change, negative = inhibition, actives largely listed as inhibitors; actives 0.01% (n = 330,000);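 note: potency is the fitted concentration of half-maximal effect; plate controls were DMSO wells for no effect and full inhibition by NEM control for full effect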
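Deubiquitinase activity read as fluorescence (485/531 nm) after Ub-CHOP2 cleavage activates the enterokinase reporter on its substrate; USP2 core 10nM, Ub-CHOP2 and substrate 25nM each, 30min compound preincubation then 60min RT; data normalized to NEM, curves fitted.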
KCNH2 WT inh – KCNH2 (human, wildtype) channel inhibition | U2OS, BacMam KCNH2, thallium flux FluxOr; hits give low values | activity change, % at 1.84 µM | AID 720551 | actives 0.37% (n = 340,000);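 active = maximum activity change below -70%; inconclusive = maximum activity change between -70% and -50%; inactive = maximum activity change above -50%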; note: % is set by controls: 0 for no effect and ±100 for the full control effect
Target sequence (Q12809 whole entry, looked up): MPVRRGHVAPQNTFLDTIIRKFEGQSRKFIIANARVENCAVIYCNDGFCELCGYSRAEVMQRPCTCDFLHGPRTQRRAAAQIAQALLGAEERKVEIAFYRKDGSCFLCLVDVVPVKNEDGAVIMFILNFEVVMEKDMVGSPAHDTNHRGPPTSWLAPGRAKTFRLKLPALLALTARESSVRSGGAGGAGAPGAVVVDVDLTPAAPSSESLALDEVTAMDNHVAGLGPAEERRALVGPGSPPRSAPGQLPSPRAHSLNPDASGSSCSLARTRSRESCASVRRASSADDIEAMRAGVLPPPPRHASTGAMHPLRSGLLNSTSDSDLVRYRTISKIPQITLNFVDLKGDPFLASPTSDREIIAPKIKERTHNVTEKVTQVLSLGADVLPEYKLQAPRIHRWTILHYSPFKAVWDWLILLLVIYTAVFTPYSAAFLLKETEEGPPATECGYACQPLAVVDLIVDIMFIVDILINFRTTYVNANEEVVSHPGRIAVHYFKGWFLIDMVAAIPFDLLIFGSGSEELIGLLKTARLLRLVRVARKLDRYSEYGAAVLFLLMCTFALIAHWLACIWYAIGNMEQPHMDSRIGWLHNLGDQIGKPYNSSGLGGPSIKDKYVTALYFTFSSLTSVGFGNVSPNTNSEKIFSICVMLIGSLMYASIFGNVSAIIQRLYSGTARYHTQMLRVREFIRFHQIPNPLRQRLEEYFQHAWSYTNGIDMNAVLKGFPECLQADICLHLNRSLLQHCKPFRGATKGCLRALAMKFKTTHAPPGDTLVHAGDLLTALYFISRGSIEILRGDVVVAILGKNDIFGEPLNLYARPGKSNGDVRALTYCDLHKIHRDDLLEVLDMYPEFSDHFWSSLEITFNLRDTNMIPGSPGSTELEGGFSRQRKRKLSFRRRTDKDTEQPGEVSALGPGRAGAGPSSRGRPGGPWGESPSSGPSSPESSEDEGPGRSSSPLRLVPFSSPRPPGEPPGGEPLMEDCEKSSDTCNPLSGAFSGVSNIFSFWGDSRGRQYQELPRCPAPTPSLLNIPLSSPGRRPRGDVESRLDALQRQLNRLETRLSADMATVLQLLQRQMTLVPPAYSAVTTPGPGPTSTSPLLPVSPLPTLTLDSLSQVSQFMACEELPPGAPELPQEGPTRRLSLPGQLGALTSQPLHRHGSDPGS
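U2OS cells transduced with wild-type KCNH2 virus are loaded with FluxOr dye for 45 min, and thallium flux is measured in kinetic reads before and after stimulation buffer. Rate constants are normalized to DMSO controls.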
PKM2 activator – activators of human pyruvate kinase M2. P14618. purified PKM2, Kinase-Glo ATP luminescence, activation; response scale: 0% is enzyme alone, no compound. Potency, µM (series often up to 57.5 µM), for the others: top-dose activation, hits mostly activators. actives 0.34% (n = 260,000). AID 1631; note: potency is the fitted concentration of half-maximal effect; % is set by controls: 0 for no effect and ±100 for the full control effect; nearly all actives have a fitted effect of over 55% in size
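Kinase-Glo luminescence reports ATP generated from ADP (0.1 mM) and PEP (0.5 mM) by purified hPK-M2 after 1 h at room temperature, pH 7.2 imidazole buffer; intermediate enzyme activity allows detecting inhibitors and activators.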
MLL CXXC-DNA inh – MLL CXXC-DNA interaction inhibition; Q03164; MLL-CXXC / FITC-HOXA9 DNA fluorescence polarization; Potency, µM (highest dose often 115 µM), for the others: at the highest dose activity change, negative = inhibition, most hits filed as inhibitors; actives 0.037% (n = 290,000); AID 2662; active = well fitted inhibition curve with a large enough effect in the polarisation, with a control signal flat, not every such curve was filed as active; inconclusive = small, poorly fitted or top-dose-only effect, or effect the other way, or a change in a side signal; inactive = no such curve, though single readings can be large or run the other way; the % refers to the polarisation; note: potency is the fitted concentration of half-maximal effect
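Purified MLL-CXXC (added from a 7 uM solution) was preincubated 5 min at ambient with pinned compounds in 50 mM Tris-HCl pH 7.5, 50 mM NaCl, 1 mM DTT, 0.05% BSA. Fluorescein-labeled HOX-A9 DNA (50 nM solution) followed, 30 min, then polarization read.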
FBPA coupling cs – coupling enzyme interference in Giardia aldolase counter-screen; coupling enzyme system counterscreen, AmpLite Red fluorescence; AID 2472; activity change, negative = inhibition, % at 58.2 µM, hits read low; actives 0.67% (n = 290,000); in the data active = activity change below about -30%; note: % is set by controls: 0 for no effect and ±100 for the full control effect
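Activity here indicates interference with the coupling reaction, not aldolase inhibition. Compounds at 57.5 uM final met coupling enzymes for 10 min at RT; substrate and AmpLite Red detection followed, with a 525/598 nm fluorescence read after 20 min.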
B2AR arrestin – beta2AR (human) beta-arrestin recruitment activity; AID 492947; beta-arrestin recruitment to beta2AR, cell-based reporter; actives 0.02% (n = 330,000); Potency, µM (highest dose often 46.1 µM), without a hit: at the top dose activation, usual class: activators;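 note: potency is the fitted concentration of half-maximal effect; 0% = DMSO controls and full agonism = EC100 isoproterenol or metaproterenol; nearly all actives have a fitted effect of over 65% in size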
KCNH2 3.1 block – blocks the human KCNH2 3.1 channel isoform; AID 720553; actives 0.95% (n = 340,000); U2OS KCNH2 3.1, thallium flux FluxOr; hits give low values; activity change, % (tested at about 1.8 µM);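 active = maximum activity change below -70%; inconclusive = maximum activity change from -70% to -50%; inactive = maximum activity change above -50%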;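 note: thallium influx rate constant from kinetic fluorescence after stimulation buffer; % is set by controls: 0 for no effect and ±100 for the full control effect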
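U2OS cells transduced with KCNH2 3.1 mutant virus (1.77 x 10^8 /mL, 4 h), plated overnight at 37 C, loaded 45 min with FluxOr dye plus Red40 quencher. Thallium flux rate constant from kinetic reads after stimulation buffer, normalised to controls.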
TRPV1 ag – human TRPV1 agonism | actives 0.19% (n = 320,000) | activation, % at 8.33 µM | Q8NER1 | AID 540275 | TRPV1-expressing cells, Fluo-8 calcium influx, agonist mode; in the data active = activation above about 80%; inconclusive = between about 30% and that limit; note: 0% is about no effect
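Cells expressing TRPV1 were dye-loaded with Fluo-8 and read kinetically: 10 s baseline, 3 min after compound (agonist portion), then 2 min after EC20 capsaicin (allosteric enhancer portion). Calcium-bound dye fluorescence at 480/520 nm.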
Active calls of the source: *; ? = inconclusive; / = no result given; [ ] = dose if it differs, or a comment. Unless noted, calls come from the whole dose curve; as a rule, active = well fitted curve in the direction sought with a large enough effect; inconclusive = small, poorly fitted or top-dose-only effect, or another doubt; inactive = no such curve, though single readings can be large; an effect the other way counts as inactive or inconclusive.

structure,MLL CXXC-DNA inh,Giardia kill,GALK inhibitor,KCNH2 WT inh,TRPV1 ag,FBPA coupling cs,Menin-MLL TR inh,PKM2 activator,KCNH2 3.1 block,USP2a block,B2AR arrestin
CCOC(=O)c1c(-c2ccc(OC)cc2)oc2ccc(OC(=O)N(C)C)cc12,-3%,3,-1%,0,-6,-6,40%[activator],22%,2,-4%,0.0%
Cc1[nH]c2ccccc2c1C(=O)CN1CC=C(c2ccccc2)CC1,-1%,-3,/,40,4,0,-9%,-1%,-2,1%,-0.5%
C=C(C)c1cccc(C(C)(C)NC(=O)NC2CN3CCC2CC3)c1 (stereo not drawn),-3%,-6,5%,-9,-1,1,-9%,0%,2,3%,0.4%
COc1cc(/C=N/Nc2ccc(S(N)(=O)=O)cc2)cc(OC)c1OC,17%,16,-8%,-1,-2,3,33%[activator],0%,-1,3%,0.1%
CCC(C)C(NC(=O)CCCNC(=O)CCC(=O)OC1O[C@H]2OC3(C)CC[C@H]4[C@H](C)CCC(C1C)C24OO3)C(=O)O (stereo partly drawn),?,/,13%,/,-2,3,-21%,/,/,0%,-0.3%
Cc1c(N=Nc2c(O)[nH]c(=S)[nH]c2=O)c(=O)n(-c2ccccc2)n1C,30%,1,2%,-6,-3,-3,1%,-16%,7,4%,-0.4%
O=c1[nH]c(=O)n(Cc2ccccc2)c(O)c1/C=N/NCCO,26%,0,1%,-4,1,4,/,6%,-2,0%,5.8%
COC(=O)C1=C(c2ccc(F)cc2OCc2ccccc2)C[C@@H]2CC[C@H]1N2C(=O)NCc1ccc(F)cc1,/,-12,/,-12,12,/,/,/,-36,-1%,-0.9%
CN(C)CC#CCOCCOCCC#N,-3%,-23,6%,7,3,0,4%,-7%,5,-1%,-0.2%
COc1ccccc1N1C(=O)NC(=O)C2(Cc3cc(C)ccc3N(C)C2)C1=O (stereo not drawn),1%,-3,-9%,-124*,0,-7,9%,-6%,0,1%,-0.3%
C/C(CCc1c[nH]c2ccccc12)=N\O,1%,-12,3%,-26,-3,-3,8%,-12%,-11,0%,-0.2%
CC1(C)C(c2ccccc2)=NC(c2cccnc2)N1O (stereo not drawn),-7%,25,1%,12,-4,-3,-13%,14%,-1,1%,-0.3%
CC(=O)NCC(=O)Nc1ccc(Br)cc1C(=O)c1ccccc1,-2%,-1,5%,4,-2,6,/,2%,11,2%,?
Cn1c(O)c(C2=NN(C(=O)CCl)C(c3ccccc3)C2)c(=O)n(C)c1=O (stereo not drawn),?,-10,-4%,1,1,-7,/,0%,-19,8%,0.0%
Nc1nonc1-n1nnc(C(=O)N/N=C/c2ccc3c(c2)OCO3)c1CSc1ccccc1,8%,10,7%,6,9,-7,?,-1%,1,2%,-1.1%
FC(F)(F)c1ccc2c(c1)N(CCCN1CCN(CCCl)CC1)c1ccccc1S2,13%,19,0%,12,0,-4,?,-1%,-10,?,-0.2%
CC(C)CN1CCN(Cc2ccccc2C(F)(F)F)CC1CCO (stereo not drawn),-8%,-21,4%,-2,14,-2,0%,-4%,-23,1%,-1.2%
Cc1ccccc1CC(=O)N(CCN(C)C)CC1CCCN(Cc2ccccc2F)C1 (stereo not drawn),-4%,33[activator],1%,54,-2,-1,-26%,2%,3,0%,0.7%
Cc1nc2c(c(C)nn2-c2ccccc2)c(C)c1CCC(=O)N1CCC2(CC1)OCCO2,8%,-1,-1%,-9,1,0,-18%,-5%,0,3%,-0.7%
CCOC(=O)C1(CCc2ccccc2)CCN(Cc2csc(C(C)=O)c2)CC1,0%,-16,1%,-1,-2,-1,?,0%,-28,0%,0.3%
CC(=O)c1ccc(Oc2ccc(C(=O)c3ccc(C)c(C)c3)cc2[N+](=O)[O-])cc1,?,-9,-2%,7,-4,0,-21%,-16%,-35,1%,-0.7%
CC1CN(c2ccc([N+](=O)[O-])c3cccnc23)CC(C)N1 (stereo not drawn),-5%,-86*,-1%,2,-2,1,-12%,0%,20,1%,0.5%
CCCC(=O)NC(Oc1ccccc1Cl)C(Cl)(Cl)Cl (stereo not drawn),1%,10,-2%,-8,-2,-2,6%,-6%,-20,3%,-0.1%
COc1ccc(C(CNC(=O)CCc2ccsc2)N(C)C)cc1 (stereo not drawn),12%,-1,-1%,3,2,1,1%,/,16,1%,0.1%
COC(=O)C1=C(c2c(C)noc2C)C[C@@H]2CC[C@H]1N2C(=O)N1CCC(C)CC1,/,-4,/,-10,5,/,/,/,-18,9%,0.2%
COc1cc2c(cc1OC)C(C1c3cc4c(cc3CCN1C)OCO4)OC2=O (stereo not drawn),-11%,?,5%,-8,-5,10,-5%,2%[11.5 µM],8,-1%,-0.6%
Cc1ccc(-n2c(O)c(C=NCCC3=CCCCC3)c(=O)[nH]c2=O)cc1,7%,-11,6%,-8,-9,1,-9%,1%,14,-7%,-0.8%
Cc1nc2c(-c3ccccc3)c(C)nn2c(C)c1CCC(=O)N1CCC2(CC1)OCCO2,-3%,0,1%,-14,6,2,4%,-3%,0,2%,0.1%
Cc1ccc(-c2nc3ccccc3c(=O)n2-c2ccccn2)cc1,-1%,7,0%,1,10,3,-12%,-2%,23,5%,0.3%
CCn1c(C)cc(/C=C2\C(=O)NC(=O)N(c3ccccc3C)C2=O)c1C,-25%,-1,-1%,5,-1,0,-3%,-14%,3,0%,-0.4%

Whole records, quoted from the list. Order of values: MLL CXXC-DNA inh	Giardia kill	GALK inhibitor	KCNH2 WT inh	TRPV1 ag	FBPA coupling cs	Menin-MLL TR inh	PKM2 activator	KCNH2 3.1 block	USP2a block	B2AR arrestin
CC(C)CN1CCN(Cc2ccccc2C(F)(F)F)CC1CCO (stereo not drawn) across the screens: -8%	-21	4%	-2	14	-2	0%	-4%	-23	1%	-1.2%
Cc1nc2c(c(C)nn2-c2ccccc2)c(C)c1CCC(=O)N1CCC2(CC1)OCCO2 across the screens: 8%	-1	-1%	-9	1	0	-18%	-5%	0	3%	-0.7%
COc1cc2c(cc1OC)C(C1c3cc4c(cc3CCN1C)OCO4)OC2=O (stereo not drawn) across the screens: -11%	?	5%	-8	-5	10	-5%	2%[11.5 µM]	8	-1%	-0.6%
COc1ccc(C(CNC(=O)CCc2ccsc2)N(C)C)cc1 (stereo not drawn) across the screens: 12%	-1	-1%	3	2	1	1%	/	16	1%	0.1%

Carrying on.
structure,MLL CXXC-DNA inh,Giardia kill,GALK inhibitor,KCNH2 WT inh,TRPV1 ag,FBPA coupling cs,Menin-MLL TR inh,PKM2 activator,KCNH2 3.1 block,USP2a block,B2AR arrestin
Cc1c(C(=O)Nc2ccccc2)cc(-c2ccccc2)n1CCCN1CCOCC1,6%,26,-1%,10,?,3,/,-1%,1,0%,-0.3%
O=C(NCCN1CCCCC1)c1ccc(Cl)nc1Cl,2%,-7,2%,-19,-6,2,-4%,2%,7,-7%,1.0%
C=CCOc1ccc(CC2C(=O)N(C)C(=O)N(C)C2=O)cc1,6%,-7,2%,8,5,-1,10%,1%,-4,-1%,-0.3%
CCOC(=O)C(=O)NC1CCSC1=O (stereo not drawn),2%,3,3%,5,4,1,4%,1%,10,1%,0.0%
C#CC[N+]1(C)[C@@H]2CC(OC(=O)C(CO)c3ccccc3)C[C@H]1C(O)C2 (stereo partly drawn),28%,3,4%,5,-3,2,0%,/,2,1%,0.1%
CN=C(SCC(=O)c1cccc(Cl)c1)c1c(O)n(C)c(=O)n(C)c1=O,1%,30,-2%,5,3,3,/,-8%,2,1%,-0.7%
CCOC(=O)c1ccc(NC(=O)C2C3C=CC(O3)C2C(=O)O)cc1 (stereo not drawn),-3%,/,9%,/,0,4,5%,-7%,/,-1%,-1.1%
Clc1ccccc1CN1CCNCC1,-21%,13,8%,3,2,0,-11%,-1%[11.5 µM],7,1%,0.0%
Cc1ccc(C2=NN(CCC(=O)N3CCC4(CC3)OCCO4)C(=O)CC2)cc1,2%,-8,-1%,6,1,0,-5%,2%,-3,0%,-1.4%
Cc1noc(C)c1CSCC(=O)Nc1ccc(C#N)c(Cl)c1,/,-4,/,0,/,/,/,/,-12,2%,-1.2%
COC(=O)c1cccc(NC(=O)N2C[C@H]3C[C@@H](C2)c2cccc(=O)n2C3)c1,0%,23,/,0,0,-1,-10%,2%,4,3%,-0.1%
Cc1ccc(Cn2cc(C=O)c(-c3ccc(F)cc3)n2)cc1,31%[activator],21,/,0,?,-4,27%,/,-5,0%,-0.3%

Bioassay records (PubChem)

A portion of the library, so the mix of outcomes need not match the whole.
